OX1R antag-1 = OX1R (human) antagonism; OX1R-expressing cells, FRET antagonist read-out; inhibition, % at 6.6 µM; hit rate 1.8% among 330,000; AID 485270; in the data active means inhibition mostly above about 38%, no sharp cut-off; inactive means mostly below about 40%;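 further: 0% = agonist challenge alone and 100% = reference antagonist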
Target sequence (O43613 whole entry, looked up): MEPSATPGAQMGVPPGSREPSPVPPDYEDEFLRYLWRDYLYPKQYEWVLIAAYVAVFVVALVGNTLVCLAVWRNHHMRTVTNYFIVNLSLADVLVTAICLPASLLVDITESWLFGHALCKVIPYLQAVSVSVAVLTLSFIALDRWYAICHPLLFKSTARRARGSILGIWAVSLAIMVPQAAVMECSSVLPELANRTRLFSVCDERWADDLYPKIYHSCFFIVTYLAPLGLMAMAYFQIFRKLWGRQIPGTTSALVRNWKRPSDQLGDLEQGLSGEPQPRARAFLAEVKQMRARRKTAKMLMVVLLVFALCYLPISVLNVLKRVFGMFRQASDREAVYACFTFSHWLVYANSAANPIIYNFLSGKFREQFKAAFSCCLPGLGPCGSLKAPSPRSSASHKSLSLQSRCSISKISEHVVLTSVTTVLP
OX1R antag-2 = antagonists of human orexin 1 receptor. inhibition, % at 5 µM. CHO/OX1R cells, Fluo-8 calcium fluorescence, orexin A. hit rate 0.43% among 330,000. AID 434989;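 active means inhibition above its plate's threshold, mean inhibition of all tested compounds on the plate plus 3 SD, cut at about 37% in these data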;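 further: 0% = orexin A challenge wells and 100% = SB-334867-A antagonist wells; not every result past the cut was called active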
An asterisk follows results filed as active.

Below each SMILES: OX1R antag-1, OX1R antag-2
- Cc1c(NC(=O)c2ccc(NS(=O)(=O)c3ccc(F)c(F)c3)cc2)c(=O)n(-c2ccccc2)n1C
 : 10.8, 2.4
- CCn1c(SCC(=O)N/N=C/c2ccccc2OCC(=O)O)nnc1-c1ccc(OC)cc1
 : 8.6, -1.2
- CCOc1ccc(C(C)NC(=O)c2cccnc2OCC)cc1OCC (centres undefined)
 : 24.2, -23.0
- Clc1ccccc1-c1nnc2sc(CCc3ccccc3)nn12
 : 8.7, -21.3
- Cc1cc(C(F)(F)F)n2nc(-c3sccc3-n3cccc3)cc2n1
 : 12.2, -47.8
- CCN1CCN(C(=O)c2oc(=O)c3ccccc3c2-c2ccc(C)cc2)CC1
 : 11.2, -32.0
- O=[N+]([O-])c1ccc(Sc2n[nH]c(-c3ccccc3)n2)nc1
 : 74.0*, -11.7
- COc1ccc(CC(=O)Nc2ccc(-c3cn4ccc(C)cc4n3)cc2)cc1
 : 33.6, -0.8
- COc1ccc(-n2nc(C(=O)NCC(=O)N3CCC(C)CC3)c3ccccc3c2=O)c(OC)c1
 : 17.0, -29.7
- COc1ccc(C(=O)COC(=O)c2sc(C)nc2C)cc1OC
 : 3.0, -10.9

The list goes on:
Below each SMILES: OX1R antag-1, OX1R antag-2
- COc1ccc(Cn2nnnc2CN(Cc2cc3ccc(C)cc3[nH]c2=O)C2CCCC2)cc1
 : 43.2*, -1.3
- COc1ccc(C(=O)O)cc1S(=O)(=O)Nc1ccccc1-c1ccccc1
 : 13.0, -0.1
- COc1ccccc1/C=N/Nc1nccnc1Cl
 : 9.8, -11.1
- CCN1CCN(S(=O)(=O)c2ccc(Cl)c(C(=O)Nc3nnc(C)s3)c2)CC1
 : 19.6, -20.5
- COc1cc(/C=C2\SC(=S)N(C(C(=O)O)c3ccccc3)C2=O)cc(OC)c1OC (centres undefined)
 : 23.3, -11.4
- Cc1ccc(Cl)cc1NC(=O)c1cnn2c1NC(c1ccco1)CC2C(F)(F)F (centres undefined)
 : 13.7, -18.0
- O=c1c2ccccc2nc2n1CC/C2=C\N1CCN(c2ccc([N+](=O)[O-])cc2)CC1
 : 94.4*, -12.4
- CCOc1ccccc1CN1CCN(Cc2nc3c(s2)CCCC3)CC1CCO (centres undefined)
 : 18.1, -22.6
- COCCNC(=O)c1cccc(OC2CCN(Cc3ccccc3OC(F)F)CC2)c1
 : 3.3, -27.5
- O=C(CCc1ccccc1)Nc1ccccc1C(=O)NCc1ccco1
 : 5.7, -27.9

Additional records:
Below each SMILES: OX1R antag-1, OX1R antag-2
- CCOC(=O)/C(C#N)=C/Nc1ccccc1OC(F)(F)F
 : 11.1, -37.1
- Cc1ccc(C)c(NC(=O)C(Sc2nncn2C)c2ccccc2)c1 (centres undefined)
 : 8.2, -6.2
- Clc1ccc(CNc2cnccn2)cc1
 : 7.3, 4.3
- O=C(CN1C(=O)C2C3CCC(C3)C2C1=O)NCc1ccco1 (centres undefined)
 : 24.6, -17.0
- COc1ccc(Cl)cc1NC(=O)Nc1ccc(C(=O)N2CCOCC2)cc1
 : 15.2, 6.5
- Clc1ccc(CN(Cc2ccccc2)C(c2cccs2)c2nnnn2C2CCCC2)cc1 (centres undefined)
 : 19.3, -23.8
- CCC(C)N1C(=O)CN(C2CCCCCC2)C(=O)C1c1ccccc1F (centres undefined)
 : 5.1, -33.6
- COc1ccc(C2=Nn3c(nnc3-c3ccccn3)SC2)cc1OC
 : 19.8, -15.8
- CCC(CC)c1nnc(NC(=O)CCCN2C(=O)c3ccccc3C2=O)s1
 : 26.0, -21.4
- CCc1ccc(CNC(=O)CN2C(=O)COc3ccccc32)cc1
 : 14.2, -20.5

(next part)
Below each SMILES: OX1R antag-1, OX1R antag-2
- COc1ccc(C(CNC(=O)CSc2ccc(Br)cc2)N2CCOCC2)cc1 (centres undefined)
 : 24.1, -23.6
- O=C1Nc2ccccc2C12OCC(COc1ccc(Cl)cc1)O2 (centres undefined)
 : 16.4, -26.9
- C/C(CC(=O)Nc1ccc(Cl)c(C(F)(F)F)c1)=N\NC(=O)c1cccc(O)c1
 : 16.6, -13.9
- Oc1c(Cl)cc(Cl)cc1C=Nc1ccc2c(c1)OCCO2
 : -3.4, 5.8
- N#CC1=C(N)NC(SCC(=O)c2ccc(Cl)cc2)=C(C#N)C12CCCC2
 : 20.8, 53.1*
- CC(C)NC(=O)/C(=N\O)c1ccccc1
 : 11.6, 1.2
- CC(C)COC(=O)c1ccc(N2C(=O)c3ccccc3C2=O)cc1
 : 19.9, -9.4
- CO/N=C/C(C(C)=O)C(=O)Nc1ccc(Cl)cc1Cl (centres undefined)
 : 0.3, -12.9
- C=C1CCN([C@@H](C)C(=O)OCc2cccc(C)c2)S(=O)(=O)c2ccccc21
 : 26.2, -35.9
- COCCCNc1nc(=S)[nH]c2cc(OC)c(OC)cc12
 : 25.3, -13.8

(list continues)
Below each SMILES: OX1R antag-1, OX1R antag-2
- COc1ccccc1C(=O)Nc1ccccc1N1CCN(C(=O)c2ccc(Cl)cc2)CC1
 : 25.5, -14.3
- CC1Cc2ccccc2N1C(=O)COC(=O)Cc1ccc(F)cc1 (centres undefined)
 : 8.8, -27.3
- Cc1sc(NC(=O)CSc2nnc(C(C)C)n2C)c(C#N)c1C
 : 53.0, -11.2
- Cc1ccc(NC(=O)CNC(=O)N2CC(=O)Nc3ccccc32)cc1F
 : 12.1, -13.2
- COc1cccc(S(=O)(=O)NCc2ccc(C(=O)N3CCN(c4ccccc4)CC3)cc2)c1
 : 2.7, -17.2
- O=C(Nc1nnc(S(=O)(=O)N2CCCC2)s1)c1ccccc1Cl
 : 3.7, 3.7
- COc1ccc(C(=O)NCC2CCCCC2)cc1S(=O)(=O)N1CCOCC1
 : 5.2, -0.9
- CC1(C)CC(=O)C(C=NC2CC(C)(C)NC(C)(C)C2)=C(O)C1
 : -1.0, 2.7
- COc1cccc(-c2ccc(NC(=O)C3CCCN(Cc4cnn(C)c4C)C3)cc2)c1 (centres undefined)
 : 6.2, 5.2
- Cc1cc(NC(=O)CSc2nnc(-c3ccco3)o2)no1
 : 1.3, -7.0

Other records follow:
Below each SMILES: OX1R antag-1, OX1R antag-2
- Cc1cc(C)c(S(=O)(=O)Nc2ncccc2C)c(C)c1
 : 24.6, -20.3
- COc1ccc(-c2csc(NC(=O)c3cccs3)c2C(=O)O)cc1OC
 : 25.4, -12.9
- Cc1ccc(NC(=O)CN(C)C(=O)c2ccc(Cl)c([N+](=O)[O-])c2)cc1
 : 16.0, -12.4
- CCCCOc1ccc(/C=C/C(=O)OCC(=O)NC2CCS(=O)(=O)C2)cc1OCC (centres undefined)
 : 5.7, -26.7
- NC(=O)c1cc(-c2csc(NCCc3ccccc3)n2)ccc1O
 : 15.2, -17.3
- CNCc1nc2ccccc2[nH]1
 : 2.9, 8.7
- CCOc1ccc(OCC)c(NC(=O)C2CCN(S(=O)(=O)c3cnc[nH]3)CC2)c1
 : 16.2, -6.4
- O=C(Cc1cccs1)N/N=C/c1ccco1
 : 2.6, 13.9
- O=C(CC1Sc2ccccc2NC1=O)OCc1cc(=O)oc2cc(O)ccc12 (centres undefined)
 : 11.2, 0.9
- Cc1ccnc2nc(C(=O)OCC(=O)NCCc3ccccc3)nn12
 : 6.1, -20.5

Continued:
Below each SMILES: OX1R antag-1, OX1R antag-2
- COCCN(C(=S)Nc1c(C)cccc1C)C(C)c1cccnc1 (centres undefined)
 : 3.7, 4.7
- COC(=O)COc1ccc2c(-c3cccc([N+](=O)[O-])c3)cc(=O)oc2c1
 : 16.0, -8.2
- CCC1=C(OC(=O)N(CC)CC)N2C(=O)OC(=NCCc3c[nH]c4ccccc34)[C@]2(Cc2ccccc2)[C@H]2C1=CC[C@H]1C(=O)N(CC)C(=O)[C@H]12
 : 34.4, -26.9
- COc1ccc(NCc2nnc(SCC(=O)NCc3ccco3)n2-c2ccccc2OC)cc1
 : 15.4, -3.2
- O=C(Nc1cccc(O)c1)c1ccc(C(=O)c2ccccc2)o1
 : 27.1, 3.7
- O=C(NCCc1ccc(F)cc1)c1ccc(NS(=O)(=O)c2ccc3[nH]c(=O)[nH]c3c2)cc1
 : 0.3, -17.3
- O=C1c2ccccc2NC(c2cccc(O)c2)N1NS(=O)(=O)c1ccccc1 (centres undefined)
 : 1.9, -15.8
- CC(=O)N1CCN(c2ccc(NC(=O)c3cccc(Cl)c3)cc2)CC1
 : 40.6, -5.2
- CC1(NC(=O)CCc2nc3sc4c(c3c(=O)[nH]2)CCCC4)CCS(=O)(=O)C1 (centres undefined)
 : 11.8, 0.2
- CCOc1ccc(C(=O)Nc2ccccc2N2CCN(C(=O)c3ccccc3)CC2)cc1[N+](=O)[O-]
 : 7.8, -9.3

Printed as active in OX1R antag-2, among the entries above:
Below each SMILES: OX1R antag-1, OX1R antag-2
- N#CC1=C(N)NC(SCC(=O)c2ccc(Cl)cc2)=C(C#N)C12CCCC2
 : 20.8, 53.1*

Following part.
Below each SMILES: OX1R antag-1, OX1R antag-2
- CN(Cc1cnccn1)C(=O)CC1C(=O)NCCN1Cc1cccc(Oc2ccccc2)c1 (centres undefined)
 : 7.3, -11.7
- Cc1cc(C(=O)COC(=O)c2ccc[nH]c2=O)c(C)n1-c1ccc(Br)cc1
 : 4.3, -31.0
- O=C(COc1ccc(Cl)cc1Cl)NC(=O)N1CCOCC1
 : 0.4, -11.1
- COc1ccccc1Cn1c(=S)[nH]c2cc(C(=O)N3CCN(c4ccccc4OC)CC3)ccc2c1=O
 : 8.5, 4.5
- Cc1ccc2c(c1)c1n[nH]c(=S)nc1n2CCc1ccccc1
 : -8.8, -1.4
- CCCc1ccc(-c2cc(C(=O)N/N=C/c3ccc([N+](=O)[O-])o3)c3ccccc3n2)cc1
 : -0.8, -20.4
- COc1ccc([C@@H]2CC=C(C(=O)O)[C@H](c3ccc(C(C)(C)C)cc3)N2S(=O)(=O)c2ccc(C)cc2)cc1OC
 : 0.6, -27.0
- O=C(N/N=C\c1ccccc1OCc1ccccc1)c1ccco1
 : 14.4, -21.3
- COc1ccc(-c2csc(N(CCCN(C)C)C(=O)c3cccs3)n2)cc1
 : 16.9, -22.7
- CC(C)(C)OC(=O)NCCc1nnc(SCC(=O)Nc2ccc(Br)cc2)o1
 : 11.4, -1.5

Other records follow:
compound	OX1R antag-1	OX1R antag-2
COc1ccc(N2CCN(C(=S)NCc3ccccc3)CC2)cc1	26.3	-21.2
COc1ccc(N2C(=O)C(Cl)=C(Nc3ccc(OC)cc3OC)C2=O)cc1	25.0	0.2
COc1ccc(NC(=O)C(CC(C)C)NC(=O)C2CCC(C)CC2)cc1 (centres undefined)	9.4	-23.3
COc1ccc(Cl)cc1C(=O)NNC(=O)CSc1nncn1C	6.1	-16.4
CCOC(=O)C1CCN(S(=O)(=O)c2cc3c(cc2C)NC(=O)CO3)CC1	-4.7	-0.5
COCc1cc(C)n(CC(=O)NCc2ccccc2)c(=O)c1C#N	0.9	-17.4
CCOC(=O)Cc1csc(NS(=O)(=O)c2ccc(SC)cc2)n1	12.4	-18.9
CCCCCCCN1CCC(=O)N([C@H](CO)CC(C)C)CC1	26.9	-17.4
COc1ccc(-c2noc(CCCC(=O)NCC3CCCO3)n2)cc1 (centres undefined)	22.1	-10.4
CCc1cc2c(=O)c(-c3nc4ccccc4n3C)c(C(C)C)oc2c(CN2CCN(C)CC2)c1O	2.8	-18.7
COc1ccc(/C=N/NC(=O)c2ccc(=O)[nH]n2)cc1OC	9.8	-14.8
CC(C)c1ccc(NC(=O)COC(=O)c2c[nH]c(=O)[nH]c2=O)cc1	23.6	-15.8
Cc1ccc(OCCn2ccnc2)c(C)c1	11.1	-8.0
CCCC(=O)C1=C(O)C(C(=O)OC)C(C)(C)CC1=NCCc1ccc(OC)c(OC)c1 (centres undefined)	-3.9	-16.9
Cc1ccc(S(=O)(=O)NC2(C(F)(F)F)C(=O)Nc3c2c(=O)n(C)c(=O)n3C)cc1 (centres undefined)	21.3	-1.2
COCC(C)n1c(C)cc(C(=O)CN2c3cccc4cccc(c34)S2(=O)=O)c1C (centres undefined)	2.8	-4.3
COCCNC(=S)N1CCCN(c2nc3cc(C)ccc3cc2C#N)CC1	22.8	-20.2
CNS(=O)(=O)c1cccc(C(=O)OCC(=O)Nc2sc3c(c2C#N)CCCCC3)c1	8.0	-9.1
Cc1ccc(S(=O)(=O)C2(C(=O)N3CCCCCC3)CC2)cc1	6.2	-14.0
O=C(NCc1ccccn1)C1CC(=O)N(C2CCCC2)C1 (centres undefined)	10.4	5.5

In a second layout: results already given.
COc1ccc(N2CCN(C(=S)NCc3ccccc3)CC2)cc1
  OX1R antag-1 = 26.3
  OX1R antag-2 = -21.2

CCc1cc2c(=O)c(-c3nc4ccccc4n3C)c(C(C)C)oc2c(CN2CCN(C)CC2)c1O
  OX1R antag-1 = 2.8
  OX1R antag-2 = -18.7

The results go on:
compound	OX1R antag-1	OX1R antag-2
COCc1ccc(C(=O)NCC2(N3CCCCC3)CCCCC2)cc1	2.9	-19.3
Cc1oc(-c2ccc(Cl)cc2)nc1CN1CCCC(C(=O)NCc2ccccn2)C1 (centres undefined)	8.4	-26.6
COc1ccccc1S(=O)(=O)N1CCN(S(=O)(=O)c2ccccc2C#N)CC1	14.9	-23.3
COC(=O)C1CCN(C(=O)COC(=O)[C@@H]2CC(O)CN2S(=O)(=O)c2ccc3c(c2)OCCO3)CC1 (some centres undefined)	2.8	-0.8
CC(=O)N1N=C(c2cccc([N+](=O)[O-])c2)OC1c1ccc(Cl)cc1Cl (centres undefined)	49.1	-15.4
COc1ccc(C(=O)NC2CC(C)(C)Cc3c2cnn3-c2ccccc2)cc1OC (centres undefined)	16.8	-20.1
CC(C(=O)O)N1C(=O)C2C3c4ccccc4C(c4ccccc43)[C@@H]2C1=O (some centres undefined)	-4.4	-4.0
COC(=O)[C@@]1(Cc2ccc(F)cc2)[C@H]2c3cc(C(=O)N(C)C)n(Cc4ccc(OC(F)(F)F)cc4)c3C[C@H]2CN1C(=O)c1ccccc1	2.8	-35.3
Cc1cc(NC(=O)c2ccc(COc3ccc(Cl)c(C)c3)o2)no1	5.1	-15.8
COc1ccccc1CNC(=O)CSc1ccc(C)cc1	7.6	-21.9
